KOR beta-arrestin-1: kappa opioid receptor activators – cell-based, luminescence, uHTS, primary screen (AID 1777); one-dose activation, % at 10 µM; EC50 in µM for titrated hits; hit rate 0.02% among 280,000; KOR beta-arrestin recruitment, luminescence; higher % means a stronger effect; in the data active = activation above about 50%, passing the limit was not always enough; note: a part of the inactive calls stands beside numbers as strong as those of hits
HIV fusion peptide: cell-free HIV fusion peptide-binding blockers – biochemical, uHTS, fluorescence dequenching, primary screen (AID 1986); cell-free peptide binding, fluorescence dequenching, 30 min; higher % means a stronger effect; inhibition, % at 20 µM; hits with a dose series show IC50 in µM; hit rate 0.3% among 290,000; in the data active = inhibition mostly above about 52%, no sharp cut-off; inactive = mostly below about 76%; note: some results filed as inactive read as strong as hits
GPR35 arrestin U2OS: GPR35 antagonists blocking zaprinast-driven arrestin recruitment, primary screen, imaging, U2OS, beta-arrestin-GFP, zaprinast agonist (AID 2058). U2OS GPR35 beta-arrestin-GFP translocation imaging, zaprinast antagonism; higher % means a stronger effect. inhibition, % at 10 µM; hits with a dose series show IC50 in µM. hit rate 0.052% among 290,000;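 active = inhibition of at least 50% with at least 30 cells and total cytoplasm GFP at most 10,000,000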
NOD1 NF-kB reporter: inhibition of NOD1-driven NF-kB reporter – cell-based, luminescence, uHTS, primary screen (AID 1578); NOD1-driven NF-kB luciferase reporter cells, luminescence; higher % means a stronger effect; inhibition, % at 4 µM, or EC50 in µM where a hit was titrated; hit rate 1% among 290,000; in the data active = inhibition mostly above about 36%, no sharp cut-off; inactive = mostly below about 34%;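 note: HEK-293T reporter cells stimulated with the NOD1 agonist gamma-tri-DAP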
GPR55 activation: selective activators of receptor GPR55 – imaging, U2OS cells, beta-arrestin-GFP redistribution, primary screen (AID 1961); U2OS GPR55 beta-arrestin-GFP redistribution imaging; higher % means a stronger effect; activation, % at 10 µM; hits with a dose series show EC50 in µM; hit rate 0.048% among 290,000;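 active = activation above 40% with more than 50 cells counted in the well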;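 note: U2OS osteosarcoma cells stably expressing GPR55 and beta-arrestin-GFP; plate controls were DMSO negative control for no effect and LPI positive control for full effect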
Dengue-2 NS5 capping: flavivirus cap methylation enzyme inhibition – biochemical, confirmation dose response, primary screen (AID 588689) | Dengue-2 NS5 methyltransferase capping enzyme assay, biochemical; higher % means a stronger effect | inhibition, % at 25 µM, or IC50 in µM where a hit was titrated | hit rate 0.3% among 340,000; in the data active = a potency from the dose series
GPR55 LPI antagonism: inhibition of LPI-stimulated GPR55 beta-arrestin translocation – imaging, U2OS, beta-arrestin-GFP, LPI agonist, primary screen (AID 2013). U2OS GPR55 beta-arrestin-GFP translocation imaging, LPI antagonism; higher % means a stronger effect. inhibition, % at 10 µM; hits with a dose series show IC50 in µM. hit rate 0.13% among 290,000;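 active = spots per cell inhibited over 60%, with over 100 cells counted and total cytoplasm intensity under 500,000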;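 note: U2OS cells stably carrying GPR55 and arrestin-GFP stimulated by 5 µM LPI near EC80; imaged beta-arrestin-GFP aggregate spots per cell after agonist stimulation; plate controls were LPI-stimulated DMSO wells for no effect and DMSO wells without LPI for full effect; some results filed as inactive read as strong as hits; confirmed hits need IC50 under 10 µM and bright autofluorescent wells are also inconclusive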
West Nile virus CPE: inhibition of WNV-induced cytopathic effect – cell-based, CPE readout (AID 1621). CPE inhibition, % at 10 µM; hits with a dose series show IC50 in µM. hit rate 0.02% among 290,000. West Nile virus-infected cells, CPE inhibition; higher % means a stronger effect; in the data active = a potency from the dose series; note: strong numbers were not always called active
KOR beta-arrestin-2: KOR antagonists, beta-arrestin recruitment, cell-based, luminescence, uHTS (AID 1778); one-dose inhibition, % at 10 µM; IC50 in µM for titrated hits; hit rate 0.091% among 290,000; KOR beta-arrestin recruitment, luminescence, antagonist mode; higher % means a stronger effect; in the data active = inhibition above about 50%; note: strong numbers were not always called active
* marks the source's active call; other numbers are inactive results; . = not tested or not shown; [ ] = another dose, or the depositor's remark.

SMILES | KOR beta-arrestin-1 | HIV fusion peptide | GPR35 arrestin U2OS | NOD1 NF-kB reporter | GPR55 activation | Dengue-2 NS5 capping | GPR55 LPI antagonism | West Nile virus CPE | KOR beta-arrestin-2
COc1ccc(OCCCC(=O)OC(C)C(=O)Nc2cccc(C(C)=O)c2)cc1 (stereo unspecified) | 8.8% | -0.9% | -4% | 37% | 0.4% | -6% | -5% | -0.3% | -6%
CCOC(=O)[C@@H](CCc1ccccc1)N[C@H](C)C(=O)N1[C@H](C(=O)O)C[C@@H]2CCC[C@@H]21 | -2.3% | 0.5% | 15% | 7% | -0.1% | 1% | 0% | -0.6% | 16%[20 µM]
CC1=NN(c2ccc(C(=O)OC(C)C)cc2)C(=O)/C1=C\C=C\c1ccco1 | -6.7% | 38% | 10% | -28% | -0.2% | -6% | 14% | -0.5% | 24%
CC(C)c1ccc2nc3sc(C(=O)N4CCc5ccccc5C4)c(N)c3cc2c1 | 7.3% | 14% | 22% | -8% | 9.2% | 5% | 5% | -0.7% | -41%
NC(=O)N=Nc1c2[nH]c3ccccc3nc-2c2ccccc12 | 4.3% | 0.4% | -13% | -1% | 0.4% | . | 2.9µM* | -0.2% | -26%
CC(C)Nc1nc(NC(C)C)nc(SCCOC(=O)Nc2ccc(Cl)cc2Cl)n1 | 0.3% | -0.3% | 2% | -53% | -0.1% | -3% | 15% | -1.4% | 18%
CC(C)CCn1nnnc1CN1CCN(C(c2ccccc2)c2ccccc2)CC1 | 6.8% | 1.0% | -11% | 10% | 0.6% | -3% | 12% | -1.6% | -25%
O=C(N/N=C/c1ccc(O)c(O)c1)C1c2ccccc2Oc2ccccc21 | 0.1% | 15% | -3% | -17% | -0.1% | 0% | -7% | -0.3% | -18%
O=C(O)c1cccc(S(=O)(=O)Nc2ccccc2-c2ccccc2)c1 | -1.4% | 3.4% | -4% | -48% | 0.3% | -5% | 10% | 0.5% | -16%
Cc1ccc(NC(=O)c2sc(Cl)nc2-c2ccccc2)cc1 | 2.7% | 3.3% | -7% | 61% | 0.3% | -2% | 15% | -0.2% | 3%
Cc1cc(C)c2c(N)c3cccc(C)c3nc2n1 | 1.6% | 3.3% | -3% | -79% | -0.2% | -7% | 8% | 1.1% | 22%
O=C(Oc1ccccc1)c1cc2ccccc2oc1=O | 1.8% | -1.4% | -3% | -8% | 0.4% | -2% | 5% | -0.7% | -4%
NC(=O)CC(NC(=O)Cc1cccc2ccccc12)c1ccc(NCc2ccc(F)cc2)c([N+](=O)[O-])c1 (stereo unspecified) | -2.3% | 3.2% | 1% | 0% | -0.1% | 2% | 2% | 0.0% | 21%
Cc1cnc2ncc3sccc3c2c1 | 2.6% | 0.2% | 7% | -32% | 0.5% | . | 6% | -0.4% | -64%
COc1ccccc1C1C([N+](=O)[O-])=CC([N+](=O)[O-])=CN1C (stereo unspecified) | 6.4% | 1.6% | -6% | -14% | -0.3% | -19% | 2% | 0.6% | -22%
Cc1cc(OCC(=O)N2CCC(C(=O)O)CC2)c2c(C)c(C)c(=O)oc2c1 | 6.2% | -1.2% | 0% | -4% | -0.1% | -1% | -10% | -0.3% | -16%[20 µM]
CCOC(=O)c1sc(C)c2c(=O)n(CCCN3CCOCC3)cnc12 | 1.8% | 1.4% | 2% | -23% | 0.3% | -5% | -1% | -0.1% | -8%
COc1ccc(S(=O)(=O)N2CCC(C(=O)Oc3cccc(C)c3)CC2)cc1OC | 4.8% | 0.2% | 4% | -26% | -0.2% | -1% | 17% | -0.3% | 10%
Cc1ccc(C(C)n2cc(C(=O)NCc3ccccn3)nn2)cc1 (stereo unspecified) | -0.3% | -0.3% | 0% | -22% | 0.9% | -10% | 101% | -0.5% | 19%
O=C(CNC(=O)c1ccccn1)N=Nc1c(O)[nH]c2ccccc12 | -1.6% | -2.3% | 4% | -48% | 0.0% | 4% | 6% | -0.1% | -12%
O=C(COC(=O)C1COc2ccccc2O1)NC(=O)NC1CCCCC1 (stereo unspecified) | -4.7% | -3.2% | 0% | -19% | -0.1% | -5% | -12% | 0.2% | 14%
COc1ccc2nc3oc(C(=O)N4CCN(c5cccc(Cl)c5)CC4)cc3cc2c1 | 1.0% | -1.0% | 2.1µM* | 15% | 0.1% | 0% | -3% | 0.6% | -34%
CN1CCN(C(=O)c2ccc3c(c2)N(C)C(=O)/C(=C/c2cccc(Cl)c2)S3)CC1 | -0.5% | -1.0% | 2% | -12% | -0.1% | -11% | -7% | -1.5% | 29%
COc1cc(OC)cc(C(=O)NNC(=S)Nc2ccccc2OC)c1 | 1.6% | -1.7% | 19% | -11% | -0.5% | -1% | 9% | -0.4% | -13%
Cc1ccc(NC(=O)CNCc2ccccc2)c(Br)c1 | -2.8% | 0.2% | -7% | -54% | -0.3% | -12% | 0% | 1.2% | -6%
CCOc1ccc(CCNC(=O)CCNC(=O)c2ccccc2Cl)cc1OCC | -1.8% | -0.3% | -9% | -29% | -0.2% | -2% | -9% | -0.3% | 0%
CC(C)(C)c1ccccc1OCCOCCSc1ncccn1 | 4.2% | -0.4% | 1% | -2% | 0.3% | -2% | -19% | 0.2% | -14%
Cc1cccc(NC(=O)CSc2nnc([C@H](C)NC(=O)OC(C)(C)C)o2)c1C | -2.5% | 0.5% | 11% | -21% | -0.1% | -10% | -1% | -0.1% | -9%
Cc1ccc(Nc2nnc(SCc3cc(=O)n4ccsc4n3)s2)c(C)c1 | -0.6% | -1.4% | 0% | -8% | -0.2% | -3% | 4% | -1.0% | 0%
FC(F)(F)c1cccc(Cc2noc(CN3CCCCC3c3ccccn3)n2)c1 (stereo unspecified) | . | -1.0% | 0% | -19% | 0.2% | . | 14% | -1.1% | 23%[20 µM]
COc1ccc(S(=O)(=O)NCc2cccnc2)cc1 | -0.7% | 0.8% | -2% | -24% | 0.9% | -4% | 4% | 0.9% | -18%
Cc1c(Cl)cccc1N(CC(=O)NC(C)c1ccccc1)S(C)(=O)=O (stereo unspecified) | -1.2% | -0.4% | -5% | 0% | 0.0% | -7% | -4% | -1.2% | 31%
O=C(CCc1nnc2ccc(NCc3ccco3)nn12)Nc1cc(F)ccc1F | -0.8% | 5.7% | 16% | -6% | 0.2% | -10% | -4% | -0.8% | -28%
COc1ccc(S(=O)(=O)NCc2ccc(C(=O)N3CCc4ccccc4C3)cc2)cc1 | 6.2% | -1.7% | -18% | 19% | 0.7% | 5% | 6% | -1.5% | 16%
Cc1ccc2nc(NC(=O)c3ccc(Br)o3)sc2c1 | . | -1.9% | -15% | -42% | 0.3% | . | -6% | -1.2% | 4%[20 µM]
CCOC(=O)C1CCCN(S(=O)(=O)c2ccc3c(c2)N(C)C(=O)CC(=O)N3C)C1 (stereo unspecified) | 5.9% | -1.6% | 2% | -28% | -0.2% | -4% | 5% | 0.3% | 3%
Cc1cc2nc3c(c(=O)n2[nH]1)CCCC3 | -1.5% | -1.6% | 11% | . | 0.1% | -11% | 3% | 0.2% | 5%
Cc1nc(N)sc1Cc1ccc2c(c1)OCO2 | -0.9% | -1.0% | 3% | 11% | -0.2% | -4% | 0% | 0.1% | 15%
O=C(CN1C(=O)C2(OCCO2)c2ccccc21)c1ccc(Br)cc1 | -3.5% | -2.7% | 1% | 15% | 0.0% | -10% | 8% | -0.4% | 35%
CCOP(=O)(OCC)c1nc(-c2cccc3ccccc23)oc1NCCc1ccc(OC)cc1 | 4.0% | -2.0% | -21% | -22% | 0.1% | -3% | 2% | -1.9% | 14%
O=C(CNCCC1=CCCCC1)Nc1ccc(N2CCCCCC2)cc1 | 3.8% | 2.5% | 7% | -10% | 0.0% | -1% | 11% | 2.9% | -53%
CCC(=O)NC(=S)Nc1cccc(Cl)c1N1CCCCC1 | 5.9% | -4.6% | 19% | . | 0.1% | -4% | -3% | 0.8% | -24%
Cc1cccc(N(CC(=O)NCc2ccco2)C(=O)CCC(=O)Nc2nccs2)c1 | -5.4% | -0.1% | 9% | -55% | 0.6% | -10% | -1% | -0.3% | -26%
Cc1ccc(C(=O)NN(CCC#N)C2=NS(=O)(=O)c3ccccc32)cc1 | . | -1.8% | 11% | -22% | -0.2% | -4% | -14% | 0.4% | -31%[20 µM]
Cc1ccc(C2=NC3(CCCCCC3)NC2=S)cc1 | 2.7% | -2.7% | -8% | -8% | -0.2% | -1% | -7% | -0.5% | -10%
CCN(CC)P(=O)(Nc1ccccc1Br)c1ccc(N(C)C)cc1NC(=O)c1ccco1 (stereo unspecified) | -2.9% | -2.4% | -15% | -2% | 0.0% | 12% | 0% | 0.6% | 13%
O=C(c1cc2cc(Cl)ccc2[nH]1)N1CCc2ccccc2C1 | -4.9% | 9.7% | 10% | -11% | -0.1% | -17% | 6% | -0.3% | -19%
O=S(=O)(CCc1ccncc1)c1ccc(Cl)cc1 | 1.3% | 0.1% | 4% | -38% | -0.1% | -17% | -13% | -1.0% | 12%
CC(C)(C)OC(=O)NCCCCCc1nnc(SCC(N)=O)o1 | -0.5% | 1.0% | 3% | -10% | -0.1% | -5% | 10% | 0.0% | -3%
COC(=O)C(C)N(C(=O)c1ccc(C(=O)c2ccccc2)cc1)c1c(C)cccc1C (stereo unspecified) | -3.3% | -3.7% | 15% | -4% | 0.3% | -1% | 4% | 1.0% | -28%
CCc1ccc(CNC(=O)Cn2nc(-c3ccc(C)cc3)ccc2=O)cc1 | -2.7% | 2.6% | 5% | -39% | -0.1% | . | -2% | -1.1% | -15%
COC(=O)C1=C(C)NC(=O)NC1c1ccc(-c2ccc(Cl)cc2)o1 (stereo unspecified) | -0.8% | 1.6% | 9% | -47% | -0.2% | -8% | 4% | -1.1% | 0%
Cc1ccc(C(=O)Oc2ccc(/C=C3\C(=N)N4N=C(N5CCOCC5)SC4=NC3=O)cc2)cc1 | 0.2% | 43% | 6% | -5% | 0.4% | 9% | 28% | -0.4% | -85%[20 µM]
Cn1nnnc1SCC(=O)Nc1ccccc1-c1ccccc1 | -5.1% | -1.6% | 8% | 15% | 0.0% | . | 12% | 0.0% | -19%
COc1ccc(/C=N/Nc2nncc3ccccc23)c(OC)c1 | -1.9% | 0.0% | 11% | -66% | -0.2% | -7% | 16% | -0.3% | 4%
CC(C)N1CCN(Cc2ccccc2-c2ccco2)CC1CCO (stereo unspecified) | . | 1.1% | -5% | -21% | 0.2% | 15% | 19% | -0.1% | -21%[20 µM]

Compound profiles, from the list above. Order of screens: KOR beta-arrestin-1, HIV fusion peptide, GPR35 arrestin U2OS, NOD1 NF-kB reporter, GPR55 activation, Dengue-2 NS5 capping, GPR55 LPI antagonism, West Nile virus CPE, KOR beta-arrestin-2
Record of CCN(CC)P(=O)(Nc1ccccc1Br)c1ccc(N(C)C)cc1NC(=O)c1ccco1 (stereo unspecified) = -2.9%, -2.4%, -15%, -2%, 0.0%, 12%, 0%, 0.6%, 13%
Record of Cn1nnnc1SCC(=O)Nc1ccccc1-c1ccccc1 = -5.1%, -1.6%, 8%, 15%, 0.0%, ., 12%, 0.0%, -19%

Bioassay records as filed in PubChem BioAssay.

A portion of the library; the hit share may differ from the screen's.
